Screening results: PubChem BioAssay, several laboratories
ANO1 activ: mouse TMEM16A channel activation, primary screen. AID 623877. 340,000 compounds, 0.3% hits. B-score at 10 µM. HEK293 TMEM16A/YFP-H148Q/I152L, iodide quench fluorescence; active compounds read low. Q8BHY3;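 active = fluorescence-ratio B-score plate-corrected deviation score at least 3 library SD below zero, with starting fluorescence score within 5 deviations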;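 note: channel opened by trigger with iodide after compound preincubation; score built on the fluorescence ratio of max minus min over baseline; more negative score means more quench and so TMEM16A activation or potentiation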
Target sequence (Q8BHY3 whole entry, looked up): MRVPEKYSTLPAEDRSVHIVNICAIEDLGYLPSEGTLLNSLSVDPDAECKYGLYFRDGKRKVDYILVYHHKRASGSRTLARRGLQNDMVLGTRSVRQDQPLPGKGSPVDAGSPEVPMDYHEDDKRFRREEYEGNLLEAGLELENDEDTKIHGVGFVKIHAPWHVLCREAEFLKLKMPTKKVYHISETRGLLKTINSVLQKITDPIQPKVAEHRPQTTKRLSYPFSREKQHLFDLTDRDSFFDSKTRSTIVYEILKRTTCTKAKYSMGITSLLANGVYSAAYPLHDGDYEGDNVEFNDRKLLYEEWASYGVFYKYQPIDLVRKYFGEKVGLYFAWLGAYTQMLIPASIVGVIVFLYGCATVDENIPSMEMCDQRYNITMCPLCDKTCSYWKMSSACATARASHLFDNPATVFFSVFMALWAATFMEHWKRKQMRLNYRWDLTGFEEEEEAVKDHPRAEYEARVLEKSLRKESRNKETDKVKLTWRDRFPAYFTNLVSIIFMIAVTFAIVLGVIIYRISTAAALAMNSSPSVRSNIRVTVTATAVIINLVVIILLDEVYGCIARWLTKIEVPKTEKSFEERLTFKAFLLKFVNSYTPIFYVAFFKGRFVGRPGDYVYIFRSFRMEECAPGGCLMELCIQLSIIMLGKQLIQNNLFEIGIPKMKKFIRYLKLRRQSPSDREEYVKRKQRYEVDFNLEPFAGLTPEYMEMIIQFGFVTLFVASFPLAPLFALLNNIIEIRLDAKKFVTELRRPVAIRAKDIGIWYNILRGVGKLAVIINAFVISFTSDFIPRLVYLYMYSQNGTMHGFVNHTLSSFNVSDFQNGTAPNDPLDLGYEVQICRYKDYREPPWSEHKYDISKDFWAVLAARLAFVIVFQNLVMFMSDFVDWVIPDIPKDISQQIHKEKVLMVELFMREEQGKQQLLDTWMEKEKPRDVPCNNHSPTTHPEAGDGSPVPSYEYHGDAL
RGS4 pot: RGS4 potentiation or activation | HEK293 M3R/inducible RGS4, carbachol calcium flux Fluo4; active compounds read low | B-score at 10 µM | 310,000 compounds, 0.92% hits | AID 463111;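 active = B-score of the integrated calcium signal more than 4 SD below the library mean, with starting fluorescence not abnormally high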;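 note: negative B-score means reduced calcium response which marks RGS4 activation or potentiation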
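System – HEK293 FlpIn-TREx cells, stable M3R, doxycycline-inducible RGS4 · Reagent – ECmax carbachol challenge · Times – compound preincubation 20 min at room temperature before agonist · Technique – Fluo4 fluorescence kinetic imaging of calcium · Measure – B score of integrated Fluo4 ratio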
MrgX1 agonist: activates human MrgX1 receptor signaling; MrgX1-HEK293 cells, Fluo-4 calcium fluorescence, agonist mode; active compounds read high; B-score at 10 µM; AID 588627; 310,000 compounds, 0.44% hits; Q96LB2;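 active = calcium response B-score plate-corrected fluorescence ratio at least 3 library SD, with starting fluorescence B-score inside 5 SD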
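times = overnight plating, then 30 min 37 °C plus 30 min room-temperature dye loading | assay system = stable human MrgX1 HEK293 cell line | input = fifteen thousand cells per well | signal = kinetic calcium dye fluorescence, Fluo-4 NW | dosing = compound delivered in addition one of three | read-out = B-scored fluorescence response ratio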
TMEM16A inh: inhibitors of mouse TMEM16A calcium-activated chloride channel; Q8BHY3; normalized B-score (activity score, 25-100; higher = stronger inhibition) at 10 µM; 310,000 compounds, 1.2% hits; HEK293 TMEM16A/YFP iodide influx fluorescence, ionomycin;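 active = ratio plate-corrected score three or more library SD toward inhibition, starting fluorescence score within five deviations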;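 note: score derived from kinetic fluorescence span divided by baseline fluorescence per well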
MrgX1 antagonist: blocks BAM8-22 activation of human MrgX1 receptor; Q96LB2; MRGX1-HEK293 calcium flux, Fluo-4, BAM8-22 antagonism; active compounds read low; B-score at 10 µM; 310,000 compounds, 1.3% hits;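 active = calcium-response B-score plate-corrected more than 3 library SD below zero, starting fluorescence within 5 deviations, no agonist response on first addition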;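 note: peak minus trough fluorescence over baseline after final BAM8-22 challenge near maximal dose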
RGS4 inh: inhibitors of human RGS4; AID 463165; HEK293 M3R/RGS4 inducible, Fluo-4 calcium flux; active compounds read high; triggered by carbachol at its EC20; P49798; 310,000 compounds, 0.45% hits; B-score at 10 µM;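 active = B-score, a plate-corrected calcium signal, over three deviations above library mean, with baseline fluorescence within five deviations of library mean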;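 note: RGS4 expression induced by doxycycline in cells with stable M3 receptor; B-score is computed from the integrated fluorescence ratio over baseline after carbachol; higher B-score means a larger calcium signal and so more RGS4 inhibition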
MrgX1 PAM: human MrgX1 positive allosteric modulation, primary screen. Q96LB2. MrgX1-HEK293, Fluo-4 calcium flux, FDSS; active compounds read high. B-score at 10 µM. 310,000 compounds, 0.63% hits. AID 588675;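 active = plate-corrected calcium response at least 3 library SD above typical, normal starting fluorescence, not activating the receptor alone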;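 note: compound read alongside a low EC10 to EC30 dose of BAM8-22 agonist; peak minus trough fluorescence over baseline measured at the second addition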
TRPC6 inhibitor: inhibitors of mouse TRPC6 channel; HEK293-TRPC6, membrane potential dye, ACh-evoked depolarization; active compounds read low; B-score at 10 µM; 310,000 compounds, 1.1% hits; AID 2553;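 active = B-score under library mean minus 3 SD, initial fluorescence not abnormally high, positive integrated signal ratio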;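 note: B-score derived from integrated fluorescence ratio over the kinetic read; more negative B-score means stronger inhibition of depolarization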
HDAC3 inh: human HDAC3 inhibition. inhibition, % at 8.3 µM. recombinant HDAC3, fluorogenic peptide/trypsin coupled, fluorescence. O15379. 320,000 compounds, 0.15% hits; in the data active = inhibition above about 26%, passing the limit was not always enough
TRPC6 activator: mouse TRPC6 channel activation | HEK293-TRPC6 membrane potential dye fluorescence; active compounds read high | B-score at 10 µM | 310,000 compounds, 0.13% hits | AID 2550;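 active = B-score of the integrated fluorescence ratio above library mean plus 3 SD, and starting fluorescence ratio within library mean plus 5 SD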;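 note: higher score means more depolarization so channel activation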
SKKanGAS inh: SKKanGAS growth inhibition; AID 1662; inhibition, % at 7.5 µM; S. pyogenes SKKanGAS, kanamycin growth, BacTiter-Glo, 6 h; 300,000 compounds, 1.3% hits;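 active = mean replicate score, as percent of positive control median, at least 50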;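 note: strain carries kanamycin resistance gene driven by streptokinase promoter and grows in 40 µg/ml kanamycin; loss of luminescence reflects streptokinase promoter inhibition or plain growth inhibition; 0% = median of DMSO wells and 100% = positive control at its reference dose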
Numbers without * were called inactive; i = inactive; / = no result given.

SMILES	ANO1 activ	RGS4 pot	MrgX1 agonist	TMEM16A inh	MrgX1 antagonist	RGS4 inh	MrgX1 PAM	TRPC6 inhibitor	HDAC3 inh	TRPC6 activator	SKKanGAS inh
O=C(c1cc2ccccc2oc1=O)N1CCCC1	i	i	i	i	i	i	i	i	-5	i	0
O=C(/C=C/c1cccc(Br)c1)N1CCN(c2cccc(C(F)(F)F)c2)CC1	i	i	i	i	i	i	i	i	0	i	35
C[N+]1([O-])[C@@H]2Cc3cc4c(cc3[C@@H]1Cc1cc3c(cc12)OCO3)OCO4 (stereo partly drawn)	i	i	i	i	i	i	i	i	15	i	4
Cc1cc(C)c(Cn2c(=O)n(CCCC(=O)NCc3ccco3)c(=O)c3ccccc32)c(C)c1	i	i	i	i	i	i	i	i	-2	i	-1
CCOc1ccc(S(=O)(=O)NCc2ccccc2)cc1C(N)=O	i	i	i	i	i	i	i	i	-2	i	3
COc1ccc(N2CCN(C(=O)CSc3ncn[nH]3)CC2)cc1	i	i	i	i	i	i	i	i	5	i	-6
CCCCNc1cc(C)oc(=O)c1C(C)=O	i	i	i	i	i	i	i	i	1	i	9
O=C1C2C3C=CC(C3)C2C(=O)N1CCN1CCN(S(=O)(=O)/C=C/c2ccccc2)CC1 (stereo not drawn)	i	i	i	i	i	i	i	i	1	i	6
CCOC(=O)COc1ccc2c(c1)c(C(C)=O)c(C)n2-c1ccc(OC)cc1	i	i	i	i	i	i	i	i	5	i	8
O=C(NC1CC2CCCC(C1)N2Cc1ccccc1)c1cccc(F)c1 (stereo not drawn)	i	i	i	i	i	i	i	i	-7	i	9
CSc1ncccc1C(=O)N1CCN(S(=O)(=O)c2ccccc2)CC1	i	i	i	i	i	i	i	i	0	i	1
CCN(CC)c1ccc(N=C2C(=O)Nc3ccccc32)cc1	i	-11*	i	i	i	i	i	-7.5*	4	i	11
COc1cc(Cl)c(C)cc1NC(=O)c1ccc(NS(=O)(=O)c2ccc(F)c(F)c2)cc1	i	i	i	i	i	i	i	i	3	i	34
Cc1cc(NC(=O)Cc2ccccc2C)no1	i	i	i	i	i	i	i	i	-3	i	3
Clc1ccc(Sc2cc(Cl)c(-c3ccccc3)nn2)cc1	i	i	i	i	i	i	i	i	2	i	18
CCc1cccc(OCC(=O)Nc2ccc(C)c(S(=O)(=O)N3CCCCCC3)c2)c1	i	i	i	100*	i	i	i	i	/	i	12
NC(N)=NC(N)=Nc1ccc(O)cc1	i	i	i	i	i	i	i	i	-1	i	0
COc1ccccc1-c1nnc(NC(=O)c2ccccc2F)o1	i	i	i	i	i	i	i	i	5	i	8
CC(C)(C)c1ccc(C(=O)N/N=C2\C3CN4CCN(C3)CC2(c2ccccc2)C4)cc1	i	i	i	i	i	i	i	i	/	i	-1
Cc1ccc(-c2nc(NCCN(C)C)c3ccccc3n2)cc1	i	i	i	i	i	i	i	i	-1	i	-1
Cc1cc2cc(CNC(=O)c3ccc(Br)o3)ccc2[nH]1	i	i	i	i	i	i	i	i	-6	i	6
CC1Cc2cc(S(=O)(=O)N3CCC(C(=O)N(C)Cc4ccccc4)CC3)ccc2N1C(=O)C1CC1 (stereo not drawn)	i	i	i	i	i	i	i	i	7	i	-1
O=C(Nc1nc2ccccc2s1)c1ccccc1[N+](=O)[O-]	i	i	i	i	i	i	i	i	4	i	-5
Cc1nc2ccccc2c(=O)n1NC(=O)c1ccccc1F	i	i	i	i	i	i	i	i	0	i	-1
CC(C)Cn1c(C(C)NC(=O)Cc2ccccc2)nc2ccccc21 (stereo not drawn)	i	i	i	i	i	i	i	i	/	i	0
CC(=O)Nc1cccc(OCC(=O)Nc2sccc2C(N)=O)c1	i	i	i	i	i	i	i	i	1	i	-1
N#C/C(=C\Nc1ccc(F)c(Cl)c1)C(=O)C1CC1	i	i	i	i	i	i	i	i	7	i	-2
COc1cccc(CSc2nc3sc(C)c(C)c3c(=O)n2Cc2ccco2)c1	i	i	i	i	i	i	i	i	0	i	48
CCn1c(SCC(=O)NCCc2ccccc2)nnc1C(C)C	i	i	i	i	i	i	i	i	2	i	-16
COc1cccc(C(=O)Nc2cccc(-c3ccc(N4CCOCC4)nn3)c2)c1OC	i	-7.5*	i	i	i	i	i	i	-4	i	15
COc1ccc(S(=O)(=O)N2CCOC23CCN(S(=O)(=O)c2cc(F)ccc2F)CC3)cc1	i	i	i	i	i	i	i	i	7	i	-3
COc1ccc(CCc2nnc(CCC(=O)NCc3ccc4ncccc4c3)o2)cc1	i	i	i	i	i	i	i	i	1	i	1
Cn1c(=O)c2c(ncn2CC(=O)Nc2nc(-c3ccc(F)c(F)c3)cs2)n(C)c1=O	i	i	i	i	i	i	i	i	/	i	-5
COc1cc(/C=N/N2C(=O)C3C4c5ccccc5C(c5ccccc54)C3C2=O)ccc1O (stereo not drawn)	i	i	i	i	i	i	i	i	-2	i	12
COc1cc(/C=N/Nc2nc(N3CCCC3)nc(N3CCCC3)n2)ccc1OCc1ccccc1F	i	i	i	i	i	i	i	-7.4*	-8	i	25
Cc1cc(CNC(=O)C2CCC(=O)N(Cc3ccccc3F)C2)nn1C (stereo not drawn)	i	i	i	i	i	i	i	i	-2	i	0
CCOc1ncccc1C(=O)NNC(=O)c1ccccc1-n1cccc1	i	i	i	i	i	i	i	i	-4	i	8
CC(C)(C)C#CC(CCc1ccccc1)OS(N)(=O)=O (stereo not drawn)	/	i	i	i	i	i	i	i	1	i	-4
COc1ccccc1OCC(=O)NNC(=O)c1ccoc1C	i	i	i	i	i	i	i	i	-2	i	-2
COc1ccc(CNC(c2ccccc2)c2ccc(Cl)cc2)cc1 (stereo not drawn)	i	i	i	i	i	i	i	i	5	i	22
COc1ccccc1[C@@H]1C(c2cccc(Cl)c2)=NN(c2ccc(Br)cc2)[C@H]1C(=O)N1CCOC1=O	i	i	i	i	i	i	i	i	-6	i	6
CCS(=O)(=O)C1=NN2C(=N)/C(=C\c3ccc(SCc4ccco4)o3)C(=O)N=C2S1	i	i	/	/	/	i	/	i	/	i	25
NC(N)=NS(=O)(=O)c1ccc(NC(=S)NC(=O)/C=C/c2ccccc2)cc1	i	i	i	i	i	i	i	i	-2	i	2
Cc1cccc(NC(=S)NNC(=O)c2cccc([N+](=O)[O-])c2)c1	i	i	i	25*	i	i	i	i	0	i	1
N#CC(C(=O)NCc1ccccc1)c1nc2ccccc2nc1N1CCCC1 (stereo not drawn)	i	i	i	i	i	i	i	i	0	i	4
Cc1ccc(CCSc2ccc(F)cc2)cn1	i	i	i	i	i	i	i	i	-5	i	-13
N#C/C(=C\c1ccc(-c2ccc(S(=O)(=O)N3CCOCC3)cc2)o1)C(=O)NC1CC1	i	/	i	i	i	/	i	/	12	/	/
O=C(O)c1cnc2[nH]c3ccccc3n2c1=O	i	i	i	i	i	i	i	i	-28	i	-3
COC(=O)Cc1cc(=O)n(-c2ccccc2)[nH]1	i	i	i	i	i	i	i	i	-1	i	8
CC(c1ccccc1)N(CC(=O)NC1CCCCC1)S(=O)(=O)c1cccc(C(F)(F)F)c1 (stereo not drawn)	i	i	i	i	i	i	i	i	-1	i	27
Cc1cc(NC(=O)CCC(=O)N(c2ccccc2)C(C(=O)NC(C)(C)C)c2ccccc2Cl)no1 (stereo not drawn)	i	i	i	i	i	i	i	i	8	i	6
COc1ccc(S(=O)(=O)NC(C)(C)C)cc1-c1nnc2c3ccccc3c(C)nn12	i	i	i	i	i	i	i	i	-7	i	15
COc1ccc(C(=O)NC(=O)Nc2cc(C)ccn2)cc1	i	i	i	i	i	i	i	i	0	i	12
C=CCNC(=S)/N=c1/ccccn1CCC	i	i	i	i	i	i	i	i	4	i	5
COc1ccc(Nc2nnc(SCC(=O)N3CCCC3)s2)cc1	i	i	i	i	i	i	i	i	-1	i	-10
COc1cc2c(cc1OC)C(c1cc(Br)ccc1O)N(C(C)=O)CC2 (stereo not drawn)	i	i	i	i	i	i	i	i	3	i	0
CC(C)(C)OC(=O)CNC(=O)c1[nH]cnc1C(=O)NCCCCCNC(=O)OC(C)(C)C	i	i	i	i	i	i	i	i	1	i	-3
Cc1nnc(NC(=O)COc2ccccc2)s1	i	i	i	i	i	i	i	i	9	i	-6
Cc1nn(C)c(Oc2ccc(Cl)cc2)c1C(=O)Nc1ccc(F)cc1F	i	i	i	i	i	i	i	i	1	i	-2
CC(C)OCCCNC(=O)C1CCN(S(=O)(=O)N2CCCCC2)CC1	i	i	i	i	i	i	i	i	-4	i	3
(cont.)
SMILES	ANO1 activ	RGS4 pot	MrgX1 agonist	TMEM16A inh	MrgX1 antagonist	RGS4 inh	MrgX1 PAM	TRPC6 inhibitor	HDAC3 inh	TRPC6 activator	SKKanGAS inh
CCOc1ccc(NS(=O)(=O)c2ccc(OC)c(NC(=O)c3ccc4c(c3)OCCO4)c2)cc1	i	i	i	i	i	i	i	i	/	i	27
COc1ccccc1CNC(=O)C1CCN(S(C)(=O)=O)CC1	i	i	i	i	i	i	i	i	3	i	8
Cc1cc2nccc(-c3ccc(Cl)c([N+](=O)[O-])c3)n2n1	i	i	i	i	i	i	i	i	-5	i	-18
COc1cc(-c2[nH]ncc2CN(C)Cc2cc(C)[nH]n2)cc(OC)c1OC	i	i	i	i	i	i	i	i	5	i	14
Cc1cccc(OC(=O)n2c(=S)oc3cc(Cl)ccc32)c1	i	/	i	i	i	/	i	/	17	/	/
COc1ccc(OCC2CCCN(Cc3nc(CC4CC4)no3)C2)cc1 (stereo not drawn)	i	i	i	i	i	i	i	i	-4	i	5
CCOC(=O)N1CCN(C(=O)CCNS(=O)(=O)c2cc(Br)cnc2N)CC1	i	i	i	i	i	i	i	i	-1	i	2
COCCCNC(=O)CSc1nc2ccccc2c(=O)n1Cc1ccc2c(c1)OCO2	i	i	i	i	i	i	i	i	-9	i	-5
O=C(CCCN1C(=O)c2cccnc2C1=O)N1CC(=O)N(CCc2ccccc2)C(=O)C1	i	/	i	i	i	/	i	/	0	/	/
CC(=O)c1cc(C(c2csc(C(C)=O)c2)c2csc(C(C)=O)c2)cs1	i	i	i	i	i	i	i	i	0	i	-5
